High-throughput results as filed in PubChem.
MEKK3 PB1 HTS – modulators (inhibitors or enhancers) of MEK5 binding to human MEKK3 PB1 domain; Q99759; bead-based flow cytometry, Alexa488-MEK5 binding to MEKK3; actives lie on both sides; 0 = blocked by unlabeled MEK5, 100 = vehicle; binding response (% of control), % at 10 µM; 1.4% of 290,000 active; AID 1529;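 active = binding response more than 3 SD above or below the average of its plate-row segment, actives on both sides; inconclusive = wells at one plate position flagged as instrument error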;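 also: Alexa488 bead fluorescence after subtracting the streptavidin-only scavenger bead signal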
Target sequence (Q99759 whole entry, looked up, the tested form may be a part): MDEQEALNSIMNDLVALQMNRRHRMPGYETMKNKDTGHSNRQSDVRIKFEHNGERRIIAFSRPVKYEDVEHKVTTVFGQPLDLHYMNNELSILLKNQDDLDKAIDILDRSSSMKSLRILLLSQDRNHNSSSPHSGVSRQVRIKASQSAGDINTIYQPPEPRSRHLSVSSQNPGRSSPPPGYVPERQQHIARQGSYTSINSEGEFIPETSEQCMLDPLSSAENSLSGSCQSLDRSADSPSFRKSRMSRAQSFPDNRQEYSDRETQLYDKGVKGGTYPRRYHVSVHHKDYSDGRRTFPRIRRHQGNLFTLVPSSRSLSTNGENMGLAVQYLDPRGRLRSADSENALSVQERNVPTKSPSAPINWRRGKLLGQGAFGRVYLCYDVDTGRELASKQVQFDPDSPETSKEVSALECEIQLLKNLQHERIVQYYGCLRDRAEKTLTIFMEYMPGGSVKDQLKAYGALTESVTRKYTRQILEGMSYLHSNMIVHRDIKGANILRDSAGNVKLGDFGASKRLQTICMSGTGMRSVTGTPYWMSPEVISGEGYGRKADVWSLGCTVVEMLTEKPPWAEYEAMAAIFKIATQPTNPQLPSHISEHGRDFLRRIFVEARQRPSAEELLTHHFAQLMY
p-CIP stab down – compounds decreasing mouse p/CIP protein stability. Q05BA5. F442A p/CIP-EGFP cells, EGFP fluorescence, 16 h. decrease of EGFP signal, % at 10 µM. 0.01% of 290,000 active. AID 1984;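 active = EGFP signal decrease of at least 30% at 10 µM or well 3 SD below plate mean, unless failing retest; inactive = the rest, including hits failing retest or dose response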; also: some compounds called inactive have numbers as strong as hits; many of its hits are not listed in these tables
IMP-1 inh – blocks Pseudomonas aeruginosa IMP-1 metallo-beta-lactamase | AID 1556 | 0.45% of 290,000 active | purified IMP-1, nitrocefin hydrolysis, epi-absorbance fluorescence | inhibition, % at 5.6 µM;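 active = inhibition above the mean plus 3 SD of all compounds in the same screening run, cut at about 4.5% in these data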;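 also: 0% = IMP-1 with DMSO and 100% = DMSO wells lacking enzyme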
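System: purified IMP-1; amount: IMP-1 0.2 nM before substrate addition; compound: single dose, 5.6 µM; times: 25 °C, 15 min preincubation, 25 min reaction; signal: Epi-absorbance via hydrolysed-nitrocefin quenching of white-plate fluorescence, 480/530 nm, EDTA stop; benchmarks: DMSO with and without IMP-1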
FID counter – displaces DNA intercalator in HCV helicase counter-screen; DNA fluorescent intercalator displacement, fluorescence; inhibition, % at 7.9 µM; 0.17% of 290,000 active; AID 1845; in the data active = inhibition above about 37%;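 also: 0% = vehicle and 100% = reference compound; higher means more ethidium bromide displaced from hairpin DNA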
IDE cell activ – activators of human insulin-degrading enzyme in cells; P14735; HEK cells, FAbeta-B cleavage, fluorescence polarization; 0% vehicle, 100% cell-free pure enzyme wells; activation, % at 5.96 µM; 0.073% of 340,000 active;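 active = activation above the mean of all tested compounds plus 3 SD, set per screening campaign, cut at about 17% in these data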
HCV NS3 hel inh – inhibitors of Hepatitis C virus NS3 helicase; NS3 helicase DNA unwinding, Cy5 molecular beacon fluorescence; inhibition, % at 10.9 µM; 0.56% of 290,000 active; AID 1800;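 active = inhibition above the mean of all tested compounds plus 3 SD, set per campaign, cut at about 35% in these data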;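 also: 0% = DMSO wells and 100% = thioflavine S control wells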
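System: Hepatitis C virus NS3 helicase domain fragment enzyme | Reagent: Annealed dual-labelled DNA beacon duplex, ATP-started | Compound dosing: 10.9 µM single point, 0.8% DMSO | Incubation: 1 h reaction at 25 °C, ATP-initiated | Technique: Cy5 fluorescence | Evaluation: Percent inhibition from t60/t0 fluorescence ratio | Benchmarks: Low DMSO, high thioflavine S at 110 µM | Replication: Singlicate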
UBC9 SUMO inh – SUMOylation inhibition; 0.36% of 290,000 active; P63279; HTRF SUMOylation assay, SAE1/SAE2 + UBC9, in vitro; inhibition, % at 35 µM; AID 2006; in the data active = inhibition above about 50%, passing the limit was not always enough; inconclusive = no clear call, values can overlap the other calls; also: strong numbers were not always called active
Target sequence (P63279 whole entry, looked up): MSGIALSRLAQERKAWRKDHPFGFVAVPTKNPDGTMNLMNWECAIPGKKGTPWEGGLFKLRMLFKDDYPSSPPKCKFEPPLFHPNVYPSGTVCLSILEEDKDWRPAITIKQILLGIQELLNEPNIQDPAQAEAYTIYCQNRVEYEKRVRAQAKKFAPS
PHOSPHO1 inh – inhibitors of human PHOSPHO1 phosphatase | inhibition, % at 13.3 µM | recombinant PHOSPHO1, absorbance phosphatase assay | 1.1% of 290,000 active; in the data active = inhibition above about 60%
VIM-2 inh – inhibitors of Pseudomonas aeruginosa VIM-2 metallo-beta-lactamase. AID 1527. 0.89% of 290,000 active. purified VIM-2, nitrocefin hydrolysis, epi-absorbance fluorescence. inhibition, % at 5.6 µM;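 active = inhibition above the mean of all tested compounds plus 3 SD, cutoff set per screening run, cut at about 7.5% in these data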;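 also: red hydrolysis product quenches plate fluorescence so inhibitors raise well fluorescence; 0% = enzyme with DMSO and 100% = DMSO without enzyme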
An asterisk follows results filed as active; ? = inconclusive; · = no result given; [ ] = remark or other dose. Not all compounds are listed; the hit share may differ from the screen's.

nr	Structure	FID counter	p-CIP stab down	UBC9 SUMO inh	HCV NS3 hel inh	PHOSPHO1 inh	VIM-2 inh	IDE cell activ	MEKK3 PB1 HTS	IMP-1 inh
1	O=C(Nc1nnc(Cc2ccc(F)cc2)s1)Nc1ccccc1F	0	3	12	-3	29	0.1	4	104	2.0
2	Cc1cccc(-n2c(-c3ccncc3)n[nH]c2=S)c1	-4	3	21	-5	5	2.7	0	101	-0.1
3	O=C(COc1ccc(F)cc1)NC1CC1	2	-2	-15	-8	-19	-3.4	-5	101	-2.9
4	Cc1ccc2c(c1)N(CC(=O)N1CCCc3ccccc31)C(=O)C(C)O2 (configuration not stated)	-18	11	9	1	-6	-1.3	-4	100	-1.7
5	COc1cc2ncnc(NCc3cccc(Cl)c3)c2cc1OC	11	-5	14	-3	32	-1.3	-8	107	-4.0
6	Cc1sc(NC(=O)CCC(=O)O)c(C(N)=O)c1-c1ccccc1	-11	-5	2	-12	12	-3.7	2	98	-5.1
7	Cc1c(CN2CCCC(C(=O)c3cccc(OC(C)C)c3)C2)c(=O)n(-c2ccccc2)n1C (configuration not stated)	12	0	8	-6	54	-1.3	-2	102	-0.9
8	CSc1ccccc1OCc1cc(C(=O)NC2CCc3ccccc32)no1 (configuration not stated)	-29	2	6	9	55	-0.6	-1	97	-4.0
9	Cc1ccc(C)n1-c1nn(S(=O)(=O)c2ccccc2)c2cccc(F)c12	-7	-8	4	12	3	-0.6	·	87	-2.3
10	Cc1ccc(-c2nc(CN3CCCC(C(=O)N4CCOCC4)C3)c(C)o2)cc1 (configuration not stated)	-3	4	7	1	33	-1.6	4	104	-1.9
11	COc1ccc(N2CC(O)=C(c3nc(-c4ccccc4)cs3)C2=N)cc1	-6	5	-11	-3	20	0.0	2	102	-1.0
12	CCC(=O)N(CCCN(C)C)c1nc(-c2cc(OC)ccc2OC)cs1	28	-1	-6	-12	-3	-3.3	5	99	-4.0
13	COc1cc(C(=O)Nc2nc(-c3cccs3)cs2)cc(OC)c1OC	-19	4	-16	-21	0	-0.5	-1	99	-0.4
14	CCC/C(=N/NC(=O)c1ccccc1Cl)c1ccccc1	-3	1	1	1	-10	-1.9	2	99	-2.9
15	CCN(C(=O)COc1cccc2cccnc12)C1CCS(=O)(=O)C1 (configuration not stated)	-3	-10	14	1	10	-1.1	-1	84	-1.1
16	Cc1ccc(S(=O)(=O)N2CN(CC3CCCO3)c3nc4ccccc4nc32)c(C)c1 (configuration not stated)	-15	3	-10	-5	-36	-4.6	9	101	-1.2
17	C=CCC1c2cccc(C(=O)O)c2C(=O)N1c1cccc(C)c1 (configuration not stated)	-11	-2	2	8	-87	11*	5	111	-6.3
18	COc1ccccc1NC(=O)CN(Cc1ccco1)C(=O)c1cccs1	-12	6	10	-2	-32	-4.8	6	102	-2.8
19	Cc1ccnc(NS(=O)(=O)c2ccc(NC(=O)/C=C/c3ccccc3)cc2)n1	-15	-14	16	2	23	-2.2	-2	104	-1.1
20	O=C(/C=C/c1ccco1)N1CCN(S(=O)(=O)c2ccc(F)c(F)c2F)CC1	-4	2	-2	17	-5	-1.8	9	103	-2.9
21	CC(C)CCN1C(=O)c2ccc(C(=O)OCn3nnc4ccccc4c3=O)cc2C1=O	3	-1	-21	10	4	-5.4	6	106	-4.1
22	CCOC(=O)Cc1csc(NC(=O)COc2cccc(C)c2)n1	-2	-4	-4	9	36	-1.3	-2	116	-1.3
23	CCn1c(=O)c(C(=O)NNS(=O)(=O)c2ccc(C)cc2)c(O)c2ccccc21	-15	5	-4	2	3	-4.6	-2	97	-3.2
24	COc1ccc(NC(=O)CNc2cc(S(=O)(=O)N3CCOCC3)ccc2NCC2CCCO2)cc1 (configuration not stated)	-24	4	22	-8	0	-2.9	-8	103	-1.7
25	CCc1cc(=O)oc2cc(OCC(N)=O)c(Cl)cc12	-4	-1	16	1	11	-1.1	0	96	-3.7
26	CCc1ccc(C(=O)CCC2CCCCC2=O)cc1 (configuration not stated)	-11	-9	25	6	-21	-0.7	4	105	-2.6
27	O=C(Cn1c(=O)oc2ccccc21)Nc1ccc(Cl)cc1	-8	-8	-14	4	-13	-1.6	2	98	-5.1
28	Cn1c(=O)c(=O)n(C)c2cc(N3CCCCC3)c(NS(=O)(=O)c3ccc(Br)cc3)cc21	-34	-17	19	6	-11	-4.0	2	101	-4.7
29	O=C(OCc1ccc(F)cc1)c1ccc2ccccc2n1	-9	-13	0	-7	21	0.6	5	100	-2.7
30	CC(=O)Nc1ccc(NC(=O)CCCCCn2nnc3ccccc3c2=O)cc1	-27	-19	15	0	36	-1.0	2	99	-2.6
31	CCN(CC)CCn1c(=O)n(-c2ccc(Cl)cc2)c(=O)c2c3c(sc21)CN(C)CC3	7	-18	7	-61	8	-1.3	-3	96	-2.4
32	CCc1ccc(OCCn2cccn2)cc1	1	-4	9	-2	-26	-1.6	1	97	-0.2

Quoted at random: three compounds from above, in no set order.
nr	Structure	FID counter	p-CIP stab down	UBC9 SUMO inh	HCV NS3 hel inh	PHOSPHO1 inh	VIM-2 inh	IDE cell activ	MEKK3 PB1 HTS	IMP-1 inh
29	O=C(OCc1ccc(F)cc1)c1ccc2ccccc2n1	-9	-13	0	-7	21	0.6	5	100	-2.7
31	CCN(CC)CCn1c(=O)n(-c2ccc(Cl)cc2)c(=O)c2c3c(sc21)CN(C)CC3	7	-18	7	-61	8	-1.3	-3	96	-2.4
27	O=C(Cn1c(=O)oc2ccccc21)Nc1ccc(Cl)cc1	-8	-8	-14	4	-13	-1.6	2	98	-5.1

Copied from above, entries 24 to 29
nr	Structure	FID counter	p-CIP stab down	UBC9 SUMO inh	HCV NS3 hel inh	PHOSPHO1 inh	VIM-2 inh	IDE cell activ	MEKK3 PB1 HTS	IMP-1 inh
24	COc1ccc(NC(=O)CNc2cc(S(=O)(=O)N3CCOCC3)ccc2NCC2CCCO2)cc1 (configuration not stated)	-24	4	22	-8	0	-2.9	-8	103	-1.7
25	CCc1cc(=O)oc2cc(OCC(N)=O)c(Cl)cc12	-4	-1	16	1	11	-1.1	0	96	-3.7
26	CCc1ccc(C(=O)CCC2CCCCC2=O)cc1 (configuration not stated)	-11	-9	25	6	-21	-0.7	4	105	-2.6
27	O=C(Cn1c(=O)oc2ccccc21)Nc1ccc(Cl)cc1	-8	-8	-14	4	-13	-1.6	2	98	-5.1
28	Cn1c(=O)c(=O)n(C)c2cc(N3CCCCC3)c(NS(=O)(=O)c3ccc(Br)cc3)cc21	-34	-17	19	6	-11	-4.0	2	101	-4.7
29	O=C(OCc1ccc(F)cc1)c1ccc2ccccc2n1	-9	-13	0	-7	21	0.6	5	100	-2.7

Continuation:
nr	Structure	FID counter	p-CIP stab down	UBC9 SUMO inh	HCV NS3 hel inh	PHOSPHO1 inh	VIM-2 inh	IDE cell activ	MEKK3 PB1 HTS	IMP-1 inh
33	CCc1ccccc1NC(=O)CSc1nc2c(c(-c3ccco3)c1C#N)CCCC2	2	-18	2	-1	-7	0.0	5	96	-1.7
34	Cc1cccc(N2CCN(C(=O)c3ccc(NC(=O)C4CCCO4)cc3)CC2C)c1 (configuration not stated)	-38	1	5	-4	-8	-0.9	1	0.0*[inhibitor]	-0.9
35	OCCN1CCN(CCCc2c3c(cc4c2CCC4)CCC3)CC1	19	4	1	-25	10	-2.2	6	95	-2.5
36	O=C(C1COc2ccccc2O1)N1CCc2ccccc21 (configuration not stated)	-7	6	-4	7	13	-3.0	2	101	-1.7
37	CCn1c(Cn2nnc(-c3ccccc3)n2)nnc1SCC(=O)Nc1cccc(C(C)=O)c1	-25	-2	10	0	23	-1.0	-2	69	-2.5
38	Cn1c(Cn2c(=O)sc3ccccc32)nnc1SCC(=O)Nc1ccc(F)cc1	-5	-21	6	2	5	-1.1	2	?	-1.3
39	O=C(O)c1ccc(N=C2NC(=O)C(CO)(CO)S2)cc1	-3	-8	9	-13	18	0.3	-1	100	-1.5
40	Cc1nc(NS(=O)(=O)c2ccccc2)sc1C(=O)N/N=C/c1ccccc1	-8	-7	14	11	38	-4.8	2	101	-3.9
41	Cc1ccc(-c2cn3nc(C)c(C)nc3n2)cc1	-7	12	23	-5	14	-2.1	0	·	-0.9
42	O=C(COc1ccc(S(=O)(=O)N2CCCCC2)cc1)N1CCCC1	-15	-22	8	-13	45	-2.6	-1	99	-2.0
43	COc1cccc(C2CC(c3c(Cl)cccc3Cl)n3nc(N)nc3N2)c1 (configuration not stated)	-24	-12	7	2	34	-6.7	2	93	-5.6
44	O=C(COC(=O)CCc1ccccc1)Nc1cc(S(=O)(=O)N2CCOCC2)ccc1N1CCCC1	-37	5	17	-14	5	-0.9	-2	103	-1.8
45	Cc1nonc1NC(=O)CSc1ccc(-c2ccccc2)nn1	-1	-3	25	1	21	-0.4	0	106	-0.2
46	CCCCSC1=N/C(=C/c2ccsc2)C(=O)N1c1ccccc1	-1	5	-13	-13	3	-2.7	0	99	-0.6
47	COc1ccc(CCNC(=O)Cn2c(=O)oc3ccccc32)cc1OC	-4	-5	1	4	-1	-0.7	4	107	-0.9
48	Cc1ccc(C(=O)Nc2cccnc2)cc1S(=O)(=O)N1CCCC1	-17	7	-1	5	12	-3.5	1	105	-5.7
49	CCOC(=O)C(NC=O)(NC(C)(C)C)C(=O)OCC	-1	1	13	-5	4	-1.6	3	103	4.8*
50	Nc1ncnc2sc3c(c12)CCNC3	9	7	5	21	10	-1.1	7	103	1.1
